SENP7 block = SENP7 protease inhibition. Q9BQF6. recombinant SENP7, Z-RLRGG-aminoluciferin luminescence, 40 min. inhibition, % at 5 µM. 330,000 tested, 1.5% active. AID 434973;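 active = inhibition above about 50% at the single test dose, limit read from the data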;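 note: plate controls were DMSO with enzyme for no effect and no enzyme buffer wells for full effect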
Target sequence (Q9BQF6 706-1050 limits assumed): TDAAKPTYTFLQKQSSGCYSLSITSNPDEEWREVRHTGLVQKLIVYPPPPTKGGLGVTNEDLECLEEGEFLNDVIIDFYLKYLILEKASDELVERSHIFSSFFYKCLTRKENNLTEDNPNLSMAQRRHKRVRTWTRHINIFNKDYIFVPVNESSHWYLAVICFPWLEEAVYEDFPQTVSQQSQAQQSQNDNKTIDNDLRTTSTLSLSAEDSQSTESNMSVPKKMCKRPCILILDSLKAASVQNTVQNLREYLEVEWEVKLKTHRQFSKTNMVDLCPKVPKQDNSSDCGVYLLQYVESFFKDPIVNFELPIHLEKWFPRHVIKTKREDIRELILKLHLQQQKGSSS
PfG6PD inh = PfG6PD (Plasmodium falciparum) enzyme inhibition. AID 504690. PfGluPho enzyme, NADPH resazurin-diaphorase fluorescence. 350,000 tested, 0.78% active. inhibition, % at 20 µM;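 active = inhibition reaching at least a set limit at 20 µM in the primary screen, cut at about 59% in these data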;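 note: 0% = DMSO wells with substrate and 100% = DMSO wells lacking glucose-6-phosphate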
SENP1 FRET inh = inhibitors of human SENP1 SUMO protease catalytic domain | Q9P0U3 | recombinant SENP1 catalytic domain, CyPet-SUMO1-YPet FRET cleavage | inhibition, % at 10 µM | 360,000 tested, 0.21% active;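 active = inhibition at least 30% at 10 µM, raw YFP signal under a set limit, fluorescence ratio 0.5 to 1.5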;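 note: 0% = enzyme with DMSO and 100% = no enzyme wells; some results filed as inactive read as strong as hits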
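Compound: 10 µM single point, 0.5% DMSO; Test system: hSENP1 catalytic domain, recombinant; Timing: 50 min reaction at room temperature; Technique: FRET, CFP and YFP emission; Control set: no-enzyme wells low, DMSO-plus-enzyme wells high control.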
SENP8 block-1 = inhibitors of human SENP8 protease; Q96LD8; 330,000 tested, 1.2% active; AID 2540; purified SENP8, Z-RLRGG-aminoluciferin cleavage, luminescence; inhibition, % at 10 µM; in the data active = inhibition above about 50%
Target sequence (Q96LD8 whole entry, looked up): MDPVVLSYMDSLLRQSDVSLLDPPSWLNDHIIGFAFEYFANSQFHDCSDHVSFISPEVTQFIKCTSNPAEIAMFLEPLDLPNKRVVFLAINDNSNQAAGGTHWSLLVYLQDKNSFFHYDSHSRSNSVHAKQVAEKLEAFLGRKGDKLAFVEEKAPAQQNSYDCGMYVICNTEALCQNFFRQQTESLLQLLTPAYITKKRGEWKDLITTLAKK
Apaf1 inhib = human Apaf-1 inhibition. O14727. reconstituted apoptosome caspase-3 activity, DEVD-Rh110 fluorescence. inhibition, % at 20 µM. 330,000 tested, 0.71% active. AID 489030; active = inhibition of at least 40% at 20 µM;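 note: plate controls were DMSO wells for no effect and DEVD-CHO caspase inhibitor wells for full effect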
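Assay system: Apoptosome proteins | Medium: pH 7.5 Hepes buffer with CHAPS, BSA, DTT | Also added: Cytochrome c and DEVD-Rh110 substrate | Times: 30 min plus 50 min, RT | Detection: Rhodamine 110 fluorescence at Ex 480/Em 540 nm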
SENP8 block-2 = blocks human SENP8 cleavage of Nedd8 substrate; Q96LD8; recombinant SENP8, Nedd8 substrate fluorescence; inhibition, % at 20 µM; 360,000 tested, 0.64% active; AID 602440; in the data active = inhibition mostly above about 40%, no sharp cut-off; inactive = mostly below about 27%
NALP3 yeast inh = inhibitors of NALP3 inflammasome in yeast. Yeast reconstituted NLRP3/ASC/caspase-1, beta-gal luminescence, 24 h. inhibition, % at 10 µM. 330,000 tested, 0.39% active. AID 2825;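 active = inhibition of 50% or more; inactive = inhibition below 50%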;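 note: plate controls were induced DMSO wells for no effect and uninduced yeast grown without galactose for full effect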
HKDC1 inh = HKDC1 (human) hexokinase inhibition | 340,000 tested, 0.16% active | recombinant HKDC1, G6PDH/diaphorase resazurin coupled fluorescence | AID 493160 | inhibition, % at 20 µM;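 active = inhibition above about 35% when tested at 20 µM, limit read from the data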;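 note: plate controls were DMSO wells with enzyme for no effect and DMSO wells lacking enzyme for full effect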
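Test system: HK5 enzyme. Quantity: 5 µg/mL HK5 final. Reagent: glucose and ATP substrates. Schedule: 90 min reaction incubation at room temperature, dark. Technique: resazurin-to-resorufin fluorescence via G6PDH and diaphorase coupling, 525/613 nm. Control set: DMSO wells with and without enzyme mix.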
SENP6 inh = blocks the human protease SENP6. Recombinant SENP6 catalytic domain, aminoluciferin luminescence. inhibition, % at 10 µM. 330,000 tested, 1.8% active. Q9GZR1;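 active = inhibition above about 50% at the single tested dose, limit read from the data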;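 note: plate controls were DMSO wells with enzyme for no effect and DMSO wells lacking enzyme for full effect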
Target sequence (Q9GZR1 628-1112 limits assumed): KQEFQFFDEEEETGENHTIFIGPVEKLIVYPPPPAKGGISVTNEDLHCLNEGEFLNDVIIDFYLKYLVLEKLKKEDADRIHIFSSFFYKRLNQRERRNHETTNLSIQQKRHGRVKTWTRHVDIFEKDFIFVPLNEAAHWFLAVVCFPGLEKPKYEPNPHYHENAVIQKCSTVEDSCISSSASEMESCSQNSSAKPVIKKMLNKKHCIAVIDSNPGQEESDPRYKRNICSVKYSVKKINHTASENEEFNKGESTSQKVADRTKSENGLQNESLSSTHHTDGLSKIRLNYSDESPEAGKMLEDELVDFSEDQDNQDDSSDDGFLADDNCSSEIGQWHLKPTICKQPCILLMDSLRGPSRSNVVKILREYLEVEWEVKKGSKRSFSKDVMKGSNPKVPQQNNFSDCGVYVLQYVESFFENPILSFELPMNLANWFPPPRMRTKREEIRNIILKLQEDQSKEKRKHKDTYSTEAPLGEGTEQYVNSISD
An asterisk follows results filed as active; . = no result given.

SMILES | SENP7 block | PfG6PD inh | SENP1 FRET inh | SENP8 block-1 | Apaf1 inhib | SENP8 block-2 | NALP3 yeast inh | HKDC1 inh | SENP6 inh
COc1ccc(C(=O)OCCN2CCN(C3=NS(=O)(=O)c4ccccc43)CC2)cc1OC | 3 | 11 | 1 | 2 | -1 | 4 | 19 | 3 | 16
CCOc1ccc(-c2cc(C(=O)NCCCN3CCOCC3)c3ccccc3n2)cc1 | -7 | 8 | 0 | 11 | 9 | -486 | 5 | 1 | 16
Cc1cccc(CN2CCc3c(OCC(=O)NCc4ccco4)cccc3C2=O)c1 | 4 | 11 | -4 | 0 | 28 | 16 | 4 | -7 | -8
O=C(COc1ccc(Br)cc1Cl)NC1CCCCC1 | -5 | 0 | 1 | -18 | 21 | 26 | 53* | 0 | 5
O=C(NC1CC1)C1=C[C@@H](c2csc3ccccc23)C[C@@H](OCCCCO)O1 | -1 | 14 | -5 | -10 | -2 | -6 | 5 | -9 | -4
Cc1cccc(C(=O)Nc2ccc(C(=O)N/N=C/c3cccnc3)cc2)c1 | 7 | -2 | 2 | 3 | -4 | 9 | 20 | -2 | -15
COc1cc(N/C(=N/S(=O)(=O)c2ccccc2)c2ccccc2)ncn1 | 16 | 4 | 1 | -3 | -5 | 18 | 14 | -2 | 5
O=C(NCCN1CCCC1)c1ccc2c(c1)N(Cc1cccc(Cl)c1)C(=O)c1ccccc1S2(=O)=O | 11 | -12 | -1 | -9 | 12 | 23 | 6 | 1 | -12
COc1ccc2oc(C(=O)OCC(=O)NCCc3ccccc3)c(C)c2c1 | 3 | 2 | -1 | 18 | 11 | -430 | 34 | -4 | -8
N#C/C(=C\C=C\c1ccccc1)C(=O)N1CCCC1 | 7 | 6 | -2 | 0 | 6 | 3 | 21 | -6 | 2
CCCCN(C(=O)C(C)(C)Oc1ccc(Cl)cc1)c1c(N)n(CCC)c(=O)[nH]c1=O | 3 | 12 | 1 | 3 | -4 | 4 | 14 | -1 | -4
Cc1ccc(CN2CCN(CC(=O)N/N=C/c3ccc(C)o3)CC2)cc1 | 1 | 7 | 2 | -1 | -4 | 0 | 9 | -4 | -9
CCN(c1ccccc1)S(=O)(=O)c1ccc(OC)c(NC(=O)CN2C(=O)NC(C)(C)C2=O)c1 | -1 | 5 | -1 | 3 | -4 | -5 | 20 | 3 | 13
C=CCn1c(SCC(=O)Nc2ncc(Cc3ccc(Br)cc3)s2)nnc1-c1ccncc1 | 3 | -39 | -4 | 7 | 19 | 6 | 7 | -1 | -19
Cc1ccc(-c2csc(NC(=O)C3=NN(c4ccccc4)C(=O)CC3)n2)cc1 | -4 | -1 | -2 | 0 | 29 | -3 | 10 | -10 | -3
Cc1nc(SCC(=O)Nc2ccccc2Cl)oc1C | 3 | -11 | 2 | 2 | -2 | 7 | 14 | -1 | -12
COc1ccc(C=O)cc1COc1ccc(F)cc1F | 11 | 10 | -2 | 5 | 7 | 18 | 11 | 2 | 9
COc1cccc(NC(=O)N(C2CCCCC2)C(C)c2cccs2)c1 (stereo unspecified) | 12 | 2 | 0 | -2 | -6 | 5 | 2 | -7 | 5
Cc1cccc(N(CC(=O)NC(C)(C)C)C(=O)CCC(=O)Nc2ccccn2)c1 | 4 | 5 | 0 | -14 | -2 | 16 | 17 | -5 | -6
Cc1ccc2c(c1)C(c1ccccc1)N(C(=O)c1ccccc1[N+](=O)[O-])CC(=O)N2 (stereo unspecified) | . | -1 | 2 | . | . | 16 | . | -2 | .
CCCCSCCCNC(=S)Nc1ccccc1C | -4 | 4 | 3 | -2 | -13 | 23 | 25 | -4 | -9
S=C(Nc1cccc2ccccc12)NN1CCOCC1 | -2 | 8 | 2 | 0 | 8 | -240 | -7 | 3 | 0
CC(NC(=O)Cn1cc(C(F)(F)F)cc(Cl)c1=O)c1ccccc1 (stereo unspecified) | -4 | -1 | 0 | -4 | 4 | 7 | 4 | -4 | -8
COc1ccc(N=C2SC(C(=O)Nc3ccc(C(=O)O)cc3)CC(=O)N2Cc2cccs2)cc1 (stereo unspecified) | -1 | -10 | 1 | 5 | -12 | 18 | -9 | -1 | -8
CCN(CC)CCNc1ccc(Cl)cc1[N+](=O)[O-] | -4 | 7 | 3 | 1 | 8 | 27 | -5 | -2 | -7
CCOc1ccccc1NC(=O)CN1CCc2ccccc2C1 | 5 | 17 | -1 | 3 | 14 | 7 | 30 | -4 | 18
CC1CN(c2ncnc3c2oc2ccccc23)CC(C)O1 (stereo unspecified) | 4 | -13 | 1 | 1 | 18 | -34 | -9 | -3 | 7
Nc1ccc2oc(C3CCCCC3)nc2c1 | 8 | 5 | 3 | 0 | -6 | -87 | -7 | 5 | 13
COc1ccc(CNC(=O)COC(=O)CC(NC(N)=O)c2ccc(Cl)cc2)cc1OC (stereo unspecified) | 2 | 2 | 3 | 2 | -4 | 14 | 11 | 0 | 4
CCOc1ccccc1Oc1coc2cc(OCC(=O)O)ccc2c1=O | 0 | -9 | 3 | -6 | -4 | 10 | -4 | -12 | -37
O=C(N/N=C\c1ccccn1)C1COc2cc3ccccc3cc2O1 (stereo unspecified) | 1 | -2 | 1 | 1 | -6 | 14 | 19 | 1 | -13
O=S(=O)(NC1CCCCCCC1)c1ccc(F)cc1 | -7 | 5 | 2 | 6 | 1 | 8 | 20 | 2 | 10
CCOc1ccc(NC(=O)CSc2nnc(Cc3cccn3C)n2-c2ccc(F)cc2)cc1 | -1 | 5 | 2 | 5 | 20 | 8 | 14 | -1 | -4
CC1CN(Cc2ccccc2)C(=S)N(c2ccccc2)C1=O (stereo unspecified) | . | -21 | 3 | . | . | 2 | . | -4 | .
Cc1nc2c(nnn2Cc2c(Cl)cccc2Cl)c(=O)[nH]1 | 8 | -1 | 0 | -10 | -7 | 13 | 10 | -5 | -6
CNc1nc(NN)nc(Nc2ccccc2)n1 | 0 | 12 | 2 | 4 | -10 | 23 | 20 | -6 | -11

Quoted at random: 3 records from the list
SMILES | SENP7 block | PfG6PD inh | SENP1 FRET inh | SENP8 block-1 | Apaf1 inhib | SENP8 block-2 | NALP3 yeast inh | HKDC1 inh | SENP6 inh
O=C(COc1ccc(Br)cc1Cl)NC1CCCCC1 | -5 | 0 | 1 | -18 | 21 | 26 | 53* | 0 | 5
Nc1ccc2oc(C3CCCCC3)nc2c1 | 8 | 5 | 3 | 0 | -6 | -87 | -7 | 5 | 13
Cc1ccc(-c2csc(NC(=O)C3=NN(c4ccccc4)C(=O)CC3)n2)cc1 | -4 | -1 | -2 | 0 | 29 | -3 | 10 | -10 | -3

Structures above marked active in NALP3 yeast inh.
Molecule | SENP7 block | PfG6PD inh | SENP1 FRET inh | NALP3 yeast inh | HKDC1 inh | SENP6 inh
O=C(COc1ccc(Br)cc1Cl)NC1CCCCC1 | -5 | 0 | 1 | 53* | 0 | 5

(cont.)
SMILES | SENP7 block | PfG6PD inh | SENP1 FRET inh | SENP8 block-1 | Apaf1 inhib | SENP8 block-2 | NALP3 yeast inh | HKDC1 inh | SENP6 inh
CC(C)C[C@H](NC(=O)CCn1nnc2ccccc2c1=O)C(=O)O | -6 | -3 | 2 | 0 | -8 | 20 | 9 | -2 | -26
COC(=O)c1cc(S(=O)(=O)N2CCC(c3ccccc3)C2)c[nH]1 (stereo unspecified) | 22 | -5 | 1 | -6 | -1 | 10 | 14 | -2 | -13
O=C(COC(=O)c1cnccn1)NCCc1ccccc1 | 1 | -10 | 0 | 2 | 15 | 1 | 8 | -10 | -4
COc1ccc(C(=O)OCC(=O)N2CCc3ccccc3C2)cc1OC | 4 | 0 | -3 | 10 | -12 | -7 | 22 | -6 | 1
Cc1ccccc1OCCn1c(=O)sc2ccccc21 | -4 | 8 | 2 | -17 | 18 | 15 | 24 | -1 | -15
C=C(C)c1cccc(C(C)(C)NC(=O)NC2CCCC2)c1 | 2 | 11 | 0 | 0 | 2 | 16 | 11 | -5 | -5
O=C(NCc1ccc(F)cc1)C1Cc2ccccc2CN1C(=O)c1ccco1 (stereo unspecified) | -3 | -8 | 0 | -12 | 2 | 0 | 10 | -12 | -16
CCCCn1c(O)c(C(CC)=Nc2ccc3c(c2)CCC3)c(=O)[nH]c1=O | 1 | -8 | -8 | -6 | 21 | 8 | 5 | -3 | 5
Cc1cc(C)nc(NS(=O)(=O)c2ccc(N=NN(C)C)cc2)n1 | 17 | -10 | 3 | -6 | -2 | 9 | 24 | -6 | 0
O=C(Nc1ccccc1C(=O)N1CCOCC1)c1ccc(Cl)cc1 | 2 | -12 | 3 | -5 | -14 | 7 | -9 | 3 | -5
Cc1nn(Cc2ccccc2)c(C)c1C(=O)N1CCN(S(=O)(=O)/C=C/c2ccccc2)CC1 | 3 | 6 | 1 | -1 | 5 | 11 | 9 | -5 | 15
CCCCC(=O)O[C@H]1CC[C@H]2[C@@H]3CCc4cc(O)ccc4[C@H]3CC[C@]12C | 8 | 14 | -1 | 5 | 8 | 4 | 10 | 5 | -6
NS(=O)(=O)c1ccc(-n2nncc2-c2ccco2)cc1 | 4 | -9 | 0 | -3 | 1 | -4 | -5 | 4 | -18
Nc1nonc1-n1nnc(C(=O)N/N=C/c2ccccc2Cl)c1COc1ccc(F)cc1 | 2 | 54 | 1 | 6 | 9 | 4 | 17 | 0 | -5
O=S(=O)(Nc1ncnc2sccc12)c1cccc(F)c1 | -1 | 2 | -36 | -28 | 13 | -80 | 13 | -3 | 3
CCCC(=O)Nc1ccc(C(=O)Nc2ccc([N+](=O)[O-])cc2OC)cc1 | -8 | 9 | -1 | -6 | -2 | 13 | 6 | 3 | -10
O=C1C2C(C(=O)N1/N=C/c1cccc([N+](=O)[O-])c1)C1C=CC2C12CC2 (stereo unspecified) | 3 | -3 | 1 | -7 | 0 | 21 | 17 | -2 | -2
CCCC(=O)Nc1cc(C(=O)N(C)CC(OC)OC)ccc1S(=O)(=O)c1ccc(C)cc1 | 4 | 4 | 3 | 1 | 8 | 2 | 8 | -7 | -6
Cc1ccc(CN(Cc2ccccc2)C(=S)NCC(=O)NCc2cccnc2)o1 | -14 | 17 | -2 | -2 | 8 | 3 | 0 | -2 | -1
CCOC(=O)c1cnc(-c2ccccc2)nc1N1CCOCC1 | -2 | -15 | 1 | -4 | 0 | 11 | -1 | 0 | 0
O=C(CCN1C(=O)c2ccccc2S1(=O)=O)Nc1ccc(Cl)cc1 | -10 | -12 | 0 | -3 | 0 | 11 | 9 | -1 | -12
Nc1nc(NCC2CCCO2)nc(Nc2cccc(F)c2)c1[N+](=O)[O-] (stereo unspecified) | 3 | -14 | -1 | 0 | 4 | 18 | 13 | 2 | 3
O=C1C2CC=C(Cl)CC2C(=O)N1CN(Cc1ccco1)CN1C(=O)C2CC=C(Cl)CC2C1=O (stereo unspecified) | -7 | -2 | -3 | -3 | -6 | 12 | 10 | -4 | -2
CCCCN(C(=O)CCn1c(=O)oc2ccccc21)c1ccccc1 | 11 | 14 | 2 | -7 | 4 | 12 | 13 | -4 | -10
CCC1CCCCN1CCCNC(=O)C(C)n1nc(C)c2sc3ccccc3c2c1=O (stereo unspecified) | 3 | 6 | -2 | 6 | 8 | -18 | 14 | 1 | 3

Screening data (PubChem BioAssay)
